# High-throughput results from PubChem BioAssay.
# Lipid droplet: modulators of hepatic lipid droplet formation. AML12 mouse hepatocytes, oleate lipid droplets, BODIPY imaging. inhibition, % at 6.5 µM. hit rate 0.4% among 240,000;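 active means lipid droplet intensity inhibited by at least 50%, with more than 500 cells counted; inconclusive means wells with under 300 cells, treated as cytotoxic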
#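 Technique: fluorescence imaging, 20x objective, two fields per well / Assay system: AML12 hepatocytes (mouse) / Measure: % inhibition of lipid droplet signal / Doses: 6.5 µM single-point dosing / Incubation: overnight exposure / Reagent: 100 µM oleic acid challenge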
# Lipid droplet cells 6.5 µM: second read-out of Lipid droplet, no call of its own (marks repeat the call); cell count; measured here: cell count, cytotoxicity flag;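 cells counted across two imaged fields per well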
# * hit, by the source's call; ? = inconclusive; nt = not tested or not shown.
SMILES | Lipid droplet | Lipid droplet cells 6.5 µM
CC(C)(C)c1ccc(NC(=O)C2CCCN(c3cnccn3)C2)cc1 (configuration not stated) | 3.8 | 718
OC(CN1CCN(c2ncc(C(F)(F)F)cc2Cl)CC1)c1ccccc1 (configuration not stated) | -3.1 | 867
COc1ccccc1CNC(=O)C1CCN(S(=O)(=O)c2ccc(-n3cnnn3)cc2)CC1 | -3.5 | 798
CC(C)(C)NC(=O)/C(=C\c1ccco1)NC(=O)c1ccco1 | -1.8 | 853
O=C(CN1CCN(Cc2ccc(F)cc2)CC1)NCCc1ccccc1 | -3.7 | 799
CCc1nc(Nc2ccccc2)c2nnn(Cc3ccccc3)c2n1 | 2.6 | 865
Cc1c(C(=O)N2CCC(C)CC2)oc2ccc3c(c12)C(O)CC1(CCCCC1)O3 (configuration not stated) | -99.0 | 672
COCCCn1c(=O)c2sccc2n(Cc2ccc(C)cc2)c1=O | -7.8 | 762
CCOc1ccc(-n2ccc(=O)c(C(=O)O)n2)cc1 | -4.2 | 847
CCOc1ccc(NC(=O)N2CCC(NC(=O)C(Cc3ccccc3OC)NC(C)=O)CC2)cc1 (configuration not stated) | -6.9 | 750
Cc1cc(C)c(S(=O)(=O)c2ccccc2F)c(=O)[nH]1 | 4.7 | 795
O=C(Nc1ccc(C(=O)NCc2ccc(F)cc2)cc1)C1=CSCCO1 | -10.9 | 651
CCn1cc(S(=O)(=O)Nc2cc(C)ccc2F)cn1 | 2.3 | 678
Cc1cc(C)c(S(=O)(=O)/N=C2\C=C(NS(=O)(=O)c3ccccc3)C(=O)c3ccccc32)c(C)c1 | -7.4 | 816
COc1ccc(-c2n[nH]c(=S)nc2-c2ccc(OC)cc2)cc1 | -2.8 | 840
CCC(C(=O)NCCN1CCOCC1)n1nc(C)n2c(cc3sccc32)c1=O (configuration not stated) | -4.1 | 678
Cc1cc(Br)cc(Br)c1OCC(=O)NNC(=O)c1ccoc1C | -2.0 | 677
CC1CN(C(=O)c2cccc(S(=O)(=O)N3CCN(c4ccc(F)cc4)CC3)c2)CC(C)O1 (configuration not stated) | 15.7 | 724
COc1ccc(CNc2nc3ccccc3n2C(C)C)cc1 | 7.1 | 804
Cc1cc(C)nc(NC(=O)c2cccs2)c1 | -2.7 | 755
CC(C)C(OC(=O)Cn1nnc2ccccc21)C(=O)NC1CCCC1 (configuration not stated) | -12.5 | 830
CCN(CCCNC(=O)Cn1ncc2c([nH]c3ccc(C)cc32)c1=O)c1cccc(C)c1 | 41.4 | 658
CCCOP(=O)(c1ccc(N(C)C)cc1)C(O)c1cc(OC)ccc1OC (configuration not stated) | -22.9 | 820
Cc1ccc(NC(=O)CCNC(=O)Cn2cnc3ccccc3c2=O)cc1F | -30.5 | 774
CCOC(=O)c1c(-c2ccccc2)oc2ccc(O)cc12 | -7.2 | 730
COc1ccc(CCNC(=O)C2CCCN(S(=O)(=O)c3ccccc3)C2)cc1 (configuration not stated) | 1.7 | 819
CCNc1nc(Nc2ccc(C)c(Cl)c2)c2cnn(C)c2n1 | 16.7 | 821
CCc1ccc(C(=O)OCC(=O)NC2CCCC2)cc1 | -2.7 | 890
O=C(Oc1ccc2ccc(=O)oc2c1)c1ccccc1 | -2.3 | 831
Cc1ccccc1S(=O)(=O)Cc1ccc(C(=O)NC2CCCCC2C)o1 (configuration not stated) | 9.1 | 734
O=S(=O)(NCc1cccnc1)c1ccc(Br)c2ccccc12 | -27.0 | 760
Cc1cnc(CN(C)C(=O)CC2C(=O)NCCN2Cc2cccc(F)c2F)[nH]1 (configuration not stated) | -5.7 | 639
COc1cccc(/C=N/NC(=O)c2c(C)nc3ccc(Cl)cn23)c1O | -168.6 | 461
COc1cc(OC)c(OC)cc1CNCCNC(=O)c1ccco1 | 0.4 | 748
COc1cc(C2Nc3cccc4cccc(c34)N2)ccc1O | -4.2 | 841
COc1ccc(S(=O)(=O)N2CCCC2)cc1NC(=O)c1ccccc1F | 15.3 | 778
O=C(Nc1ccc(F)cc1)c1cncs1 | -1.4 | 821
Cc1ccc(-c2nnc(SCC(=O)N/N=C/c3ccc(C(=O)O)cc3)n2C2CCCCC2)cc1 | 2.3 | 770
CCn1c(=O)c(CCC(=O)N2CCN(c3ccccn3)CC2)c(C)c2c(C)nn(-c3cccc(C)c3)c21 | -17.8 | 727
CCOC(=O)[C@@H]1[C@H]2COc3cc(OC)ccc3[C@@H]2N2C(=O)N(c3ccc(OC)cc3)C(=O)[C@]12C | -2.3 | 847
CCc1ccc(-c2cc(C)no2)cc1S(=O)(=O)Nc1cc(C)ccn1 | 12.4 | 742
COc1ccccc1CNC(=O)c1ccc(CS(=O)(=O)c2ccc(C)cc2)o1 | -12.3 | 769
CCC(C(=O)NCc1cccnc1)n1nc(C)n2c(cc3occc32)c1=O (configuration not stated) | 6.4 | 710
Cc1ccc(NC(=O)[C@H](C)NC(=O)C2CCN(C(=O)[C@H](CC(C)C)NC(=O)OC(C)(C)C)CC2)cc1 | 1.4 | 830
Cc1ccc(-n2nc3c(=O)n(CC(=O)NCCc4ccco4)nc(C)c3c2C)cc1 | 5.3 | 730
Cc1csc(C(=O)O)c1NC(=O)c1ccc(F)cc1 | -9.9 | 828
O=[N+]([O-])c1cc([N+](=O)[O-])c2cc3ccccc3nc2c1 | -16.7 | 859
CCC(Oc1ccccc1)C(=O)Nc1ccc(S(=O)(=O)Nc2ncccn2)cc1 (configuration not stated) | 0.4 | 843
COC(=O)C1(Cc2cc(-c3ccc(OC)cc3OC)no2)CCN(C(=O)OC(C)(C)C)CC1 | -2.3 | 770
COC(=O)CSc1nc2c(cnn2-c2ccc(F)cc2)c(=O)[nH]1 | -0.7 | 829
CC(=O)Oc1cccc(N2C(=O)c3cccc4c([N+](=O)[O-])ccc(c34)C2=O)c1 | -0.6 | 752
CN(Cc1ccccc1)C(=O)CCS(=O)(=O)c1ccc2c(c1)NC(=O)CS2 | 20.5 | 723
O=C(NCc1ccc(F)cc1)c1ccncc1 | 6.3 | 891
COc1cc(C(=O)NC(=S)Nc2ccc(Cc3ccncc3)cc2)cc(OC)c1OC | 3.7 | 650
CC(C)CN(CCCNC(=O)CN1C(=O)COc2ccc(S(=O)(=O)N3CCCCCC3)cc21)CC(C)C | 6.5 | 755
CCC(Oc1ccccc1)C(=O)NC1CCCCCC1 (configuration not stated) | 3.4 | 829

# (more compounds)
SMILES | Lipid droplet | Lipid droplet cells 6.5 µM
COC(=O)c1cc(S(=O)(=O)N2CCN(c3ccc(C(C)=O)cc3)CC2)cn1C | -0.6 | 656
CC(=O)Nc1ccc(NC(=O)CNC(=O)c2cccc(C)c2)cc1 | -4.2 | 796
COc1ccc(-n2ncc3c2CC(C)(C)CC3NC(=O)c2cn[nH]c2)cc1 (configuration not stated) | 30.0 | 742
CCc1ccccc1Oc1coc2cc(O)ccc2c1=O | -2.9 | 820
O=C(NCc1cccc(Cl)c1)C1CCN(S(=O)(=O)c2ccc(F)cc2)CC1 | -4.0 | 691
CCN(c1ccccc1)S(=O)(=O)c1cc2c3c(c1)C(C)C(=O)N3CCC2 (configuration not stated) | -1.7 | 722
O=c1[nH]c(C2CCN(S(=O)(=O)c3ccc(C(F)(F)F)cc3)CC2)nc2c1nnn2Cc1cccc(F)c1 | 2.5 | 787
Cc1ccc(/C=N/NC(=O)c2ccc(NC(=O)c3ccccc3Cl)cc2)o1 | -8.0 | 756
O=C(NCCc1ccccc1F)C1CC(=O)N(c2ccccc2)C1 (configuration not stated) | -5.9 | 698
CCCC(=O)N(Cc1cc(=O)[nH]c2ccccc12)c1ccc(C)cc1C | -1.2 | 807
CC(C)(C)c1ccc(C(=O)N2CCN(C(=O)C3CCCCC3)CC2)cc1 | 6.0 | 825
O=C(NC1CCOCC1)C1CCC(=O)N(CCc2cccc(F)c2)C1 (configuration not stated) | -4.6 | 807
CC(Oc1ccc(F)cc1)C(=O)Nc1ccccc1N1CCCCC1 (configuration not stated) | ? | nt
COC(=O)c1ccc(CN(C)S(=O)(=O)c2cccs2)cc1 | -1.4 | 780
COc1ccc(/C=C2\CCc3ccccc3C2=O)cc1O | 9.9 | 810
COc1ccc(NC(=O)c2cccc3cccnc23)cc1S(N)(=O)=O | -64.4 | 790

# Continued (3 carried over from the part before).
SMILES | Lipid droplet | Lipid droplet cells 6.5 µM
COC(=O)c1ccc(CN(C)S(=O)(=O)c2cccs2)cc1 | -1.4 | 780
COc1ccc(/C=C2\CCc3ccccc3C2=O)cc1O | 9.9 | 810
COc1ccc(NC(=O)c2cccc3cccnc23)cc1S(N)(=O)=O | -64.4 | 790
O=C(Nc1ccc(F)cc1)c1cccc(C(=O)Nc2ccc(F)cc2)c1 | 4.7 | 841
CCOc1ccccc1-c1nc(CN2CCN(C(=O)c3ccco3)CC2)c(C)o1 | -22.5 | 774
COc1ccc(NC(=O)CCNS(=O)(=O)c2cc(Br)cnc2N)c(OC)c1 | -20.0 | 701
Cc1c(CC(=O)N[C@@H](C)C(=O)O)c(=O)oc2cc3oc4c(c3cc12)CCCC4 | -10.9 | 748
Cn1c(C(=O)N[C@@H](Cc2ccccc2)C(=O)NCCC(=O)O)cc2cc(Cl)ccc21 | -1.8 | 797
Cc1cccc(N2C(=O)N3[C@@H]4c5ccccc5OC[C@@H]4[C@@H](c4ccccc4)[C@@]3(C)C2=O)c1 | 12.6 | 761
CCOC(=O)C1CCC/C1=N\NC(=O)CN(c1cc(OC)ccc1OC)S(=O)(=O)c1ccccc1 (configuration not stated) | -6.6 | 799
O=C1Nc2ccccc2C1=Nc1ccc(Cl)cc1 | 3.9 | 681
COc1ccc(C(C(=O)NC(C)(C)C)N(C(=O)CCC(=O)Nc2cc(C)on2)c2cc(C)cc(C)c2)cc1 (configuration not stated) | -15.1 | 813
CSc1ccccc1C(=O)Nc1ncn[nH]1 | 5.0 | 826
COc1ccc(N2CCN(CC(O)COC(c3ccccc3)c3ccccc3)CC2)cc1 (configuration not stated) | -2.6 | 701
COc1ccc(Cl)cc1NC(=O)C[n+]1ccccc1 | 2.1 | 791
CCc1ccc(NS(=O)(=O)c2ccc3c(c2)CCN3C(=O)CCC(=O)O)cc1 | -0.6 | 838
Cc1ccc(NC2CCCN(C(=O)c3cn4cccc(C)c4n3)C2)cc1C (configuration not stated) | -2.1 | 702
CS(=O)(=O)N1CCC(C(=O)Nc2ccccc2Br)CC1 | 6.6 | 839
CSc1cc(CS(=O)(=O)c2ccccc2)nc(-c2ccccc2)n1 | -0.4 | 852
Cc1cc2cc(CCNC(=O)CCc3ccccc3)c(=O)[nH]c2cc1C | 6.1 | 712
Cc1nn(CCC(=O)NCCc2ccccc2Cl)c(=O)c2nn(-c3ccccc3)c(C)c12 | 13.0 | 778
COc1cc(NC(=O)CN2C(=O)NC(c3ccccc3)(c3ccccc3)C2=O)cc(OC)c1 | 0.8 | 725
N#Cc1c(Cl)nc(-c2cccnc2)nc1-c1ccccc1 | 2.2 | 795
COc1ccc(NC(=O)C2CCN(C(=O)Nc3ccc(C)cc3)CC2)cc1OC | 1.9 | 797
NS(=O)(=O)c1ccc(CCNC(=O)CNC(=O)c2ccccc2F)cc1 | 4.4 | 813
O=C(COc1cc2oc(=O)c3c(c2cc1Cl)CCC3)NCCCn1ccnc1 | -7.5 | 697
O=C(Cn1nc(Cl)nc1Cl)c1ccc(F)cc1 | -2.4 | 831
Cc1ccc(C)c(NC(=O)C2CCCN(S(=O)(=O)c3cccnc3)C2)c1 (configuration not stated) | 2.1 | 719
COc1ccc(N(C(=O)CNC(=O)c2ccco2)C(C(=O)NC2CCCC2)c2cccnc2)cc1 (configuration not stated) | 11.8 | 827
COc1ccc(CCNC(=O)c2cc(-c3ccco3)nc3ccccc23)cc1 | -6.5 | 699
Cc1cc(C)cc(NC(=O)[C@@H](NC(=O)c2ccco2)C(C)C)c1 | 11.7 | 769
CC(=O)c1ccc(OCC(=O)Nc2ccccc2N2CCCC2)cc1 | -4.6 | 794
O=C(Nc1ccccc1Cl)c1cc(=O)c2ccccc2o1 | -1.1 | 808
COc1cc(-c2c(NC(=O)c3ccco3)oc3c(C)cccc3c2=O)cc(OC)c1OC | -3.4 | 714
CC(C)NC(=O)c1ccc(N(Cc2ccccc2)S(C)(=O)=O)cc1 | -0.9 | 817
COc1ccc(N2CCN(C(=O)CN(c3ccc(OC)cc3)S(=O)(=O)c3ccccc3)CC2)cc1 | -23.3 | 803
CCCCCN(C(=O)CCC(=O)OCC(=O)Nc1ccc(C)cc1F)c1c(N)n(CCCC)c(=O)[nH]c1=O | -0.9 | 694
CCCCCCN1CC(=O)N2[C@@H](Cc3c([nH]c4ccccc34)C2(C)C)C1=O | -8.7 | 839
O=C(NC(=S)Nc1ccc2[nH]c(=O)[nH]c2c1)c1cccc(F)c1 | 13.9 | 769
Cc1ccc(CS(=O)Cc2ccc(C(=O)NCc3ccccc3Br)o2)cc1 (configuration not stated) | -46.3 | 763
CC(CNC(=O)CCS(=O)(=O)c1cc2c(cc1Cl)NC(=O)CO2)c1ccccc1 (configuration not stated) | -0.8 | 841
COc1ccc(CCNS(=O)(=O)c2csc(C(N)=O)c2)cc1OC | -3.4 | 726
O=C(Cn1c(CCCO)nc2ccccc21)Nc1ccccc1-c1ccccc1 | -5.2 | 811
Cc1ccc2c(c1)N(C(=O)CCC(=O)Nc1ccccc1Br)CC(C)O2 (configuration not stated) | 7.5 | 776
Cc1cc(=O)oc2cc(O[C@@H]3O[C@H](CO)[C@H](O)[C@H](O)[C@H]3O)ccc12 | -1.8 | 836
O=C1Nc2ccccc2O/C1=C\c1c(F)cccc1Cl | 19.1 | 838
COc1ccc(N(C(=O)c2snc(C(N)=O)c2N)C(C(=O)NCc2ccccc2)c2ccc(F)cc2)c(OC)c1 (configuration not stated) | -2.1 | 798
O=C(c1noc2c1CCCC2)N1CCCC(N2CCN(c3ccccc3F)CC2)C1 (configuration not stated) | 2.5 | 701
CC(=O)C1=C(O)C(=O)N(c2ccccn2)C1c1ccc(Cl)cc1 (configuration not stated) | -2.3 | 842

# This is a subset; count on the stated rates, not on these rows.
